AT treatment = potential ataxia-telangiectasia treatments restoring KAP-1 phosphorylation. […] A-T fibroblasts, KAP-1 phosphorylation AlphaLISA; neocarzinostatin DNA damage 30 min before lysis. Potency, µM (doses to about 57.5 µM), without a hit: at the highest dose activation, actives largely listed as activators. 320,000 compounds, 0.19% hits. AID 485349; further: potency means the concentration at half of the fitted maximal effect; % of control where 0% means no effect; nearly all actives have a fitted effect of over 45% in size
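ATM-like activity read as KAP-1 phosphorylation via AlphaLISA donor/acceptor antibody pairs after lysis and 6 hr at 25C. Cells were ATM-null patient fibroblasts ([…], hTERT), dosed 60 min, then exposed to the DSB inducer NCS for 30 min.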
Tb PFK inh = blocks T. brucei phosphofructokinase; Potency, µM (series often up to 57.5 µM), without a hit: top-dose activity, negative = inhibition, usual class: inhibitors; 330,000 compounds, 0.17% hits; AID 485367; T. brucei PFK, ADP-Glo luminescence;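 further: potency means the concentration at half of the fitted maximal effect; 0% = uninhibited 1x PFK enzyme wells and -100% = no-enzyme wells; nearly all actives have a fitted effect of over 60% in size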
Target sequence (O15648 whole entry, looked up): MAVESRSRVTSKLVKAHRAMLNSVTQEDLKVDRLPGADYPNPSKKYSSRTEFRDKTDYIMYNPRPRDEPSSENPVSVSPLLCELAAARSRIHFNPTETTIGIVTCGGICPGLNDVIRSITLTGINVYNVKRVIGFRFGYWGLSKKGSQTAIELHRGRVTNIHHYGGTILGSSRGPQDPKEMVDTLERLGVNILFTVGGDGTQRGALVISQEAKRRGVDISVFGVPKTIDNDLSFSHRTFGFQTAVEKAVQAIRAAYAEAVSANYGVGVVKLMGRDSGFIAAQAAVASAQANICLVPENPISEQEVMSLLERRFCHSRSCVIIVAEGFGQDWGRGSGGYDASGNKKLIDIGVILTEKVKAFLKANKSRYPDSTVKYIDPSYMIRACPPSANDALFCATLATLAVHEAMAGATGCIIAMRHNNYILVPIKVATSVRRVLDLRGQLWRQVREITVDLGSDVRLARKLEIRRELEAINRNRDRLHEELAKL
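Luminescent ADP detection (ADP-Glo, two-step: ATP depletion then ADP-to-ATP conversion for luciferase) reported PFK activity after 45 min room-temperature reaction of 1.25 nM enzyme with 0.5 mM F6P and 0.1 mM ATP at pH 8.0.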
Coupling enz = counter-screen for Giardia aldolase inhibitors: coupling enzyme system | coupling enzyme system counterscreen, AmpLite Red fluorescence | activity change, negative = inhibition, % at 58.2 µM, hits read low | 290,000 compounds, 0.67% hits | AID 2472; in the data active means activity change below about -30%; further: on the % scale 0 is the no-effect control and ±100 the full control effect
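Counterscreen lacking aldolase: glyceraldehyde-3-phosphate coupling-enzyme reagent preincubated 10 min at RT with compound (at 57.5 uM final), then substrate/coupling system with AmpLite Red added; fluorescence read at 525/598 nm after 20 min RT.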
Giardia kill = kills Giardia lamblia | Giardia lamblia trophozoite viability | activity change, % at 7.66 µM, hits read low | 340,000 compounds, 0.15% hits | AID 540267; in the data active means activity change below about -80%; inconclusive means between about -30% and that limit;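 further: parasites exposed to compound for two days anaerobically before the ATP read; on the % scale 0 is the no-effect control and ±100 the full control effect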
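Trophozoites 100 cells/well + cpd; 48 hrs, 37 deg C, anaerobic. ATPLite 1-Step added, 15-30 min RT, luminescence read (ATP-based viability).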
Chronic BCR inh = blocks chronic active B-cell receptor signaling | 340,000 compounds, 0.05% hits | Potency, µM (titrated, usually from 46.1 µM), for inactives: at the highest dose ratio change, negative = lower green/red ratio, usual class: inhibitors | ABC-DLBCL IkBa-CBG/CBR reporter, luminescence ratio, 4 h; active means well fitted inhibition curve with a large enough effect in the signal ratio, with a control signal flat, not every such curve was filed as active; inconclusive means small, poorly fitted or top-dose-only effect, or effect the other way, or a change in a side signal; the % refers to the signal ratio;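 further: potency means the concentration at half of the fitted maximal effect; plate controls were basal doxycycline-induced cells for no effect and cells given 10 µM MG132 for full effect; MG132 reads +100%, hits lower the ratio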
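Cell line TMD8 (human ABC DLBCL), stably expressing tet-inducible CBG68-IkBa fusion and CBR; IMDM/0.5% FBS; cpd up to 46 uM; dox induction, 4 h, 37C/5% CO2; dual luminescence; green/red ratio; MG132 control.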
GALK inhibitor = galactokinase (human) inhibition | AID 1868 | 270,000 compounds, 0.007% hits | P51570 | Potency, µM (series often up to 57.5 µM), for the others: at the highest dose activity change, negative = inhibition, hits mostly inhibitors | Purified GALK, Kinase-Glo residual ATP luminescence; further: potency means the concentration at half of the fitted maximal effect; on the % scale 0 is the no-effect control and ±100 the full control effect
Target sequence (P51570 whole entry, looked up): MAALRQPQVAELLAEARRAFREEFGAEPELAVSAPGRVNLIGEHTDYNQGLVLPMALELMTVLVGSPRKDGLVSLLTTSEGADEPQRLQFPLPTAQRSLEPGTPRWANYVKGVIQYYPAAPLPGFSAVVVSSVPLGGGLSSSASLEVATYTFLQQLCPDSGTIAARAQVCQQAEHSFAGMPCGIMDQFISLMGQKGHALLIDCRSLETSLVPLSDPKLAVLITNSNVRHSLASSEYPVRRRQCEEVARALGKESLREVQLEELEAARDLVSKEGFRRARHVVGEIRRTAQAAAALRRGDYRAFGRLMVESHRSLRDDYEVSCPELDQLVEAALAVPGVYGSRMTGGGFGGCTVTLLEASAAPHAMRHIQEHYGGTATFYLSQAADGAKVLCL
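Compounds were pin-transferred into ATP buffer (35 uM final), then GALK plus galactose (5 nM, 100 uM final) was added. After 1 h at room temperature, Kinase-Glo Plus was added and luminescence read after 10 min.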
TSHR antag = human thyrotropin receptor antagonism; P16473; TSHR-expressing cells, TSH-stimulated cAMP HTRF, 2 h; hits give low values; activity change, negative = inhibition, % at 11.5 µM; 330,000 compounds, 0.2% hits; AID 504810;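 active means activity change below a set negative limit, meaning inhibition stronger than a set level, cut at about -70% in these data; inconclusive means activity change between two set negative limits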; further: on the % scale 0 is the no-effect control and ±100 the full control effect
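Cell-based HTRF cAMP assay; TSHR cells + compound, TSH EC80 (4nM final), 2 h, 37 deg C. Lysis with anti-cAMP cryptate and cAMP-d2, 30 min RT, read 665/620 nm.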
TCR activator = activates T cell receptor signaling; primary human leukocytes, anti-CD3, IL-2 HTRF, 48 h; Potency, µM (doses to about 9.22 µM), for the others: top-dose activation of IL-2 secretion, usual class: activators; 330,000 tested, under 10 active; AID 504894; further: % of control where 0% means no effect
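IL-2 produced over 48 hr by a-CD3 bead-stimulated primary human leukocytes exposed to compounds was detected with a homogeneous time-resolved FRET immunoassay, 665nm acceptor signal after 320nm excitation.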
CXXC DNA block = inhibitors of human MLL CXXC domain-DNA interaction; Q03164; MLL-CXXC / FITC-HOXA9 DNA fluorescence polarization; Potency, µM (highest dose often 115 µM), for the others: top-dose activity change, negative = inhibition, most hits filed as inhibitors; 290,000 compounds, 0.037% hits; AID 2662; active means well fitted inhibition curve with a large enough effect in the polarisation, with a control signal flat, not every such curve was filed as active; inconclusive means small, poorly fitted or top-dose-only effect, or effect the other way, or a change in a side signal; inactive means no such curve, though single readings can be large or run the other way; the % refers to the polarisation; further: potency means the concentration at half of the fitted maximal effect
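Purified MLL-CXXC (added from a 7 uM solution) was preincubated 5 min at ambient with pinned compounds in 50 mM Tris-HCl pH 7.5, 50 mM NaCl, 1 mM DTT, 0.05% BSA. Fluorescein-labeled HOX-A9 DNA (50 nM solution) followed, 30 min, then polarization read.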
hERG WT inh = inhibitors of human wildtype KCNH2 potassium channel | Q12809 | activity change, % at 1.84 µM | U2OS, BacMam KCNH2, thallium flux FluxOr; hits give low values | 340,000 compounds, 0.37% hits;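 active means maximum activity change below -70%; inconclusive means maximum activity change between -70% and -50%; inactive means maximum activity change above -50%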; further: on the % scale 0 is the no-effect control and ±100 the full control effect
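U2OS cells transduced with wild-type KCNH2 virus are loaded with FluxOr dye for 45 min, and thallium flux is measured in kinetic reads before and after stimulation buffer. Rate constants are normalized to DMSO controls.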
The depositor's hits bear a star; ? = inconclusive; / = no result given; [ ] = another dose, or the depositor's remark. Unless noted, the call rests on the fitted dose curve; in most records, active means well fitted curve in the direction sought with a large enough effect; inconclusive means small, poorly fitted or top-dose-only effect, or another doubt; inactive means no such curve, though single readings can be large; an effect the other way counts as inactive or inconclusive.

SMILES	AT treatment	Tb PFK inh	Coupling enz	Giardia kill	Chronic BCR inh	GALK inhibitor	TSHR antag	TCR activator	CXXC DNA block	hERG WT inh
CC(C(=O)c1ccc(-c2ccccc2)cc1)[n+]1cccc(NC(=O)c2ccccc2)c1 (stereo not drawn)	-23%	-5%	1	-3	0%	4%	-1	3%	13%	-2
CCc1ccc(C2CC(c3ccc(F)cc3)Nc3nc(N)nn32)cc1 (stereo not drawn)	27%	6%	3	0	-1%	0%	6	-1%	-1%	-7
COc1ccc(NC(=O)C2CC(=O)N(c3cccc(C)c3C)C2)cc1 (stereo not drawn)	-3%	-3%	0	-17	-5%	7%	3	/	-6%	0
O=C(c1ccccc1)N1N=C(c2ccccc2O)CC1c1ccc(Br)cc1 (stereo not drawn)	18µM*	19%	0	1	-2%	0%	9	-4%	-7%	7
O=C(NC1CC1)C1CCN(c2ccc(S(=O)(=O)N3CCOCC3)cc2)CC1	2%	2%	4	7	?	2%	5	/	-2%	46
O=C(Cc1ccc(Cl)cc1)NCCN1CCCC1	1%	-6%	2	-3	-6%	-6%	10	3%	8%	24
CCCCN(C1CCS(=O)(=O)C1)S(=O)(=O)c1ccc(C(C)C)cc1 (stereo not drawn)	-1%	1%	/	-9	-1%	/	0	4%	/	17
CCOc1ccc(NC(=O)C2CCN(S(=O)(=O)c3ccc4c(c3)NC(=O)C(C)S4)CC2)cc1 (stereo not drawn)	0%	1%	/	2	-9%	4%	-9	14%	9%	-9
Cc1cccc(-n2nc3c([n+]2[O-])CCc2nonc2-3)c1C	-3%	-4%	0	-18	0%	2%	9	5%[46.1 µM]	0%	-4
COc1cccc(NC(=O)CSc2nc3c(oc4ccccc43)c(=O)[nH]2)c1	1%	-2%	3	-4	?	-4%	2	2%[46.1 µM]	7%	9
O=C(C1CCN(c2ncnc3c2nc2n3CCCCC2)CC1)N1CCN(c2ccc(F)cc2)CC1	-3%	-2%	1	-10	7%	6%	-2	-6%	-5%	11
COc1ccc(S(=O)(=O)N(Cc2ccccc2)c2ccccc2C(=O)N2CCOCC2)cc1	-2%	5%	0	1	-26%	0%	18	-12%	-2%	-5
Nc1ccc(-c2nc3ccc(C(=O)O)cc3s2)cc1	19%	0%	5	?	?	2%	-4	4%[46.1 µM]	1%	-4
CC(C)(C)C(=O)NC1=NCCS1	2%	-1%	0	-4	0%	0%	-5	1%	4%	-9
CCOC(=O)C1(Cc2ccccc2)CCN(Cc2ccc(C)s2)CC1	6%	-2%	-5	-4	0%	0%	-5	0%	-5%	39
COc1ccccc1CNC(=O)Cn1c(=O)c2cccn2c2cccnc21	0%	-1%	/	-5	-7%	5%	5	5%	0%	-5
Cc1ccc(NC(=O)CSc2nc3c(c(=O)[nH]2)CCC3)cc1C	4%	2%	6	-4	?	-2%	4	10%	-3%	27
O=C(CN1C(=O)C2CCCCN2C(=O)c2ccccc21)N1CCCc2ccccc21 (stereo not drawn)	0%	1%	2	-12	4%	0%	-12	1%	9%	-4
Cc1ccc(S(=O)(=O)NCC(=O)N2CCCCC2)cc1	1%	-6%	-1	0	-2%	1%	-12	-3%	3%	0
CCOc1ccc(-c2nc(N)ncc2Oc2ccc(OC)cc2)c(O)c1	-4%	1%	-5	-7	?	5%	4	15%	8%	4
COc1ccc(C)cc1NC(=O)c1ccc(N(C)S(C)(=O)=O)cc1	7%	-8%	0	7	?	0%	3	0%	-2%	-3
CCO[C@@H]1OC(C(=O)N2CCN(C)CC2)=C[C@H](c2ccc(C(F)(F)F)cc2)[C@H]1CCCO	-4%	0%	4	?	10%	5%	-2	-4%	5%	/
O=C(O)Cn1cc(/C=N/Nc2ccc([N+](=O)[O-])cn2)c2ccccc21	-7%	1%	1	6	11%	1%	0	-8%	4%	5
CCOC(=O)c1c(SC)n(-c2ccccc2)c(=S)n(-c2ccccc2)c1=O	9%	-5%	0	-7	-2%	3%	5	6%	-12%	3
CN(CCc1ccccn1)C(=O)c1nn2c(C(F)(F)F)cc(-c3ccco3)nc2c1Cl	5%	2%	2	-3	?	4%	/	1%	-1%	-14
COc1ccccc1C(=O)NC(=O)Cn1nc(C)c([N+](=O)[O-])c1C	-2%	2%	/	3	-7%	/	2	-1%	/	0
COc1ccc(NC(=O)c2ccc3ccccc3n2)cc1S(=O)(=O)N1CCCCC1	0%	0%	2	-2	4%	/	-7	-7%[46.1 µM]	2%	6
COc1ccc(C(=O)NCCN2CCCC2)cc1	2%	-2%	3	12	?	-3%	1	4%	-1%	1
CC(C(=O)O)c1cccc(Oc2ccccc2)c1 (stereo not drawn)	/	/	16	-20	/	/	/	5%	/	-8
CC(C)CN(C(=O)c1ccc(=O)n(C)n1)c1c(N)n(Cc2ccccc2)c(=O)[nH]c1=O	1%	-11%	/	-2	4%	/	-2	2%	/	3
CC(C)(C)CN1CCN(Cc2cc3ccccc3[nH]2)CC1CCO (stereo not drawn)	2%	-5%	0	14	2%	2%	-1	0%	-1%	19
CC(OC(=O)c1cc(-c2cccnc2)nc2ccccc12)C(=O)Nc1ccc2ccccc2c1 (stereo not drawn)	4%	-6%	2	7	15%	1%	-6	-10%[46.1 µM]	18%	-10
CC(Sc1nc2ncc(Cl)cc2[nH]1)C(=O)NC1(C#N)CCCCC1 (stereo not drawn)	6%	1%	/	22	?	/	-18	/	/	-22
Cc1ccc(C(=O)NC(C)c2ccc(F)cc2)cc1 (stereo not drawn)	-4%	0%	0	-16	2%	0%	6	-7%[46.1 µM]	14%	-10
C=CCNc1nc2c(c(=O)[nH]c(=O)n2C)n1Cc1cccc(C)c1	-2%	0%	0	9	6%	0%	17	-4%[46.1 µM]	-3%	-5
CC(=O)NCc1nc2ccccc2n1C(C)C	-2%	-4%	2	9	5%	-1%	11	-2%	3%	0
CCn1c(SCC(=O)c2ccccc2)nnc1-c1cccnc1	5%	-2%	-3	2	-20%	13%	4	-1%	16%	13
COc1cccc(CN2CCN(C(c3ccccc3)c3ccccc3)CC2)c1O	3%	-6%	0	21	8%	0%	-2	-1%	17%	-44
COc1ccc(-c2nc(N)nc(C)c2-c2ccc(Cl)cc2)c(O)c1	3%	18%	7	4	3%	1%	4	3%	3%	11
CC(=O)NC(Cc1c[nH]c2ccccc12)C(=O)N/N=C/c1ccccc1 (stereo not drawn)	0%	-1%	-2	-4	?	-2%	11	-5%	-1%	3
CC12CCC(C(=O)NNC(=O)c3ccc(Br)cc3)(OC1=O)C2(C)C (stereo not drawn)	-19%	-3%	/	10	-6%	6%	-2	2%	-9%	-20
O=C(NCCCN1CCCCC1)c1ccc2c(c1)ncn2C1CCCC1	2%	-5%	/	3	-15%	8%	-1	12%	3%	17
CN(C)/C=C(/C(=O)c1ccc(Cl)cc1)n1cncn1	1%	-2%	0	-2	5%	0%	-5	0%	0%	1
COc1cc(/C=N/OCC(=O)Nc2cc(C)on2)ccc1OCc1ccccc1	0%	0%	0	-18	?	1%	-25	-7%[46.1 µM]	2%	14
COc1ccc(C2NC(=O)NC(C)=C2C(C)=O)cc1 (stereo not drawn)	0%	-7%	5	-3	?	-1%	1	-2%[46.1 µM]	7%	-10
O=C(C1CCCN(S(=O)(=O)c2ccc(Cl)cc2)C1)N1CCCC1 (stereo not drawn)	-1%	1%	0	18	0%	-1%	6	1%	2%	2
CN(C)CCn1c(=S)[nH]c2ccc(Cl)cc2c1=O	-2%	0%	-2	-3	2%	-2%	-5	-4%	-3%	-4
Cc1cccc(NCc2ccccc2O)n1	0%	2%	0	21	-9%	-1%	-1	-19%	-2%	2
CCOC(=O)c1c(C)c(-c2ccccc2)n(CC(=O)NCCC(C)C)c1C	-8%	-4%	4	-18	6%	0%	3	-1%	-4%	-8
CCOC(=O)c1ccccc1-c1csc(N)n1	2%	-2%	1	-3	0%	1%	0	-3%	-3%	-6
Fc1cccc(/C=N/Nc2nccnc2Cl)c1	9%	-12%	1	-4	0%	16%	7	0%	12%	-5
CCOC(=O)C1(CCCc2ccccc2)CCN(C(=O)CCc2cnccn2)CC1	0%	1%	3	5	?	1%	-2	/	12%	6
Cc1ccc(NC(=O)C2=NNC(=O)CC2)cc1S(=O)(=O)Nc1ccc(SC(F)F)cc1	10%	-11%	/	-4	-9%	/	115	0%	/	35
CCCCOc1ccc(C(=O)N2CCN(c3ncccn3)CC2)cc1	-20%	4%	2	25	10%	-6%	-42	4%	1%	-4
Cc1ccc(N=Nc2c(N)n(-c3ccccc3)[nH]c2=O)cc1	-5%	-4%	0	9	?	-3%	2	3%	2%	39

Screening results (PubChem)
